Pf growth 48h: P. falciparum growth inhibition at 48 hours (one generation); P. falciparum luciferase growth in erythrocytes, 48 h; Potency, µM (titrated, usually from 28.7 µM), for inactives: at the highest dose activity change, negative = inhibition, hits mostly inhibitors; 310,000 tested, 5.9% active; AID 504832; note: potency is the fitted concentration of half-maximal effect; % is set by controls: 0 for no effect and ±100 for the full control effect
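Luminescence readout; reporter = integrated firefly luciferase in P. falciparum. RBC culture at 2% hematocrit, 0.1% parasitemia final, 37 C/5% CO2; decreased signal taken as growth inhibition.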
HCV inh: inhibitors of hepatitis C virus infection; Huh7.5.1 HCVcc-Cre infection, luciferase reporter, 44 h; Potency, µM (top dose mostly 41.8 µM), for inactives: at the top dose activity change, negative = inhibition, actives largely listed as inhibitors; 340,000 tested, 3.4% active; note: potency is the fitted concentration of half-maximal effect; % is set by controls: 0 for no effect and ±100 for the full control effect
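Seed cells (1,000/well) for 4 h; treat with compound and infect with HCVcc-Cre, moi about 0.5. Incubate 44 h, then detect luciferase activity.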
CHX counter: counter-screen for Shiga toxin inhibitors: cycloheximide protein synthesis inhibition; cell reporter, cycloheximide protein synthesis inhibition counterscreen; 300,000 tested, 12% active; AID 2314; max response, %; in the data active = max response mostly above about 13%, no sharp cut-off; inactive = mostly below about 14%; note: read at 38.3 µM for the half of the compounds with a filed dose; 0% is about no effect
Shiga toxin inh: inhibitors of Shiga toxin in Vero cells | Vero cells, Shiga toxin protein synthesis inhibition reporter | inhibition, % at 38.7 µM | 290,000 tested, 9.2% active; in the data active = inhibition mostly above about 28%, no sharp cut-off; inactive = mostly below about 43%; note: 0% is about no effect
FBPA Giardia inh: blocks Giardia fructose-bisphosphate aldolase activity; purified Giardia FBPA; Potency, µM (highest dose often 59.6 µM), for inactives: at the highest dose activity, negative = inhibition, hits mostly inhibitors; 290,000 tested, 0.71% active; AID 2451; note: potency is the fitted concentration of half-maximal effect; % is set by controls: 0 for no effect and ±100 for the full control effect; nearly all actives have a fitted effect of over 55% in size
Target sequence (A8B2U2 whole entry, looked up): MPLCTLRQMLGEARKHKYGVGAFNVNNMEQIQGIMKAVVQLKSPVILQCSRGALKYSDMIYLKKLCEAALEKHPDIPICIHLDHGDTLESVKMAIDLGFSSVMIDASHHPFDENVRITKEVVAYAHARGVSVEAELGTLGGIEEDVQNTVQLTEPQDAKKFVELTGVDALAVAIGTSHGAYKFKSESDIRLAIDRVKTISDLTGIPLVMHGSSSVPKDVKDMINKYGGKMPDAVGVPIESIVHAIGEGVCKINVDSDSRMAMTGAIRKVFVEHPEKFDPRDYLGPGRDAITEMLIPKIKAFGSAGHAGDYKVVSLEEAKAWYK
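Giardia FBPA (40 nM reagent) was preincubated 10 min at RT with compound (up to 57.5 uM final), then substrate plus GAPDH/TPI/NAD/arsenate coupling system with diaphorase/resazurin was added; resorufin fluorescence (525/598 nm) was read after 20 min.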
Pf growth 96h: P. falciparum growth inhibition at 96 hour, primary screen for plastid delayed-death inhibitors; 320,000 tested, 6.9% active; P. falciparum luciferase reporter growth, 96 h; Potency, µM (doses to about 28.7 µM), for inactives: top-dose activity change, negative = inhibition, actives largely listed as inhibitors; note: potency is the fitted concentration of half-maximal effect; % is set by controls: 0 for no effect and ±100 for the full control effect
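Compounds incubated with erythrocytes infected by luciferase-expressing P. falciparum (2% hematocrit, 0.05% parasitemia final) for 96 hours, 37 C in 5% CO2. Growth inhibition scored as decreased luciferase luminescence.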
The depositor's hits bear a star; ? = inconclusive; / = no result given; & = joins results of further samples; [ ] = remark or other dose. Unless noted, calls come from the whole dose curve; as a rule, active = well fitted curve in the direction sought with a large enough effect; inconclusive = small, poorly fitted or top-dose-only effect, or another doubt; inactive = no such curve, though single readings can be large; an effect the other way counts as inactive or inconclusive.

1	O=C(c1cccc(OCc2ccccc2)c1)N1CCOCC1
2	COc1ccc(CNC(=O)C2CCN(C(=O)c3cccc(Cl)c3)CC2)cc1
3	CCCc1c(C(=O)N/N=C/c2ccco2)nnn1-c1nonc1N
4	Clc1ccc(-c2nc3ccccc3nc2-c2ccccc2)cc1
5	Cc1cc(C)[n+](C2C3CC4CC(C3)CC2C4)o1 (stereo unspecified)
6	CCCOc1ccc(-c2cnc(N)s2)cc1
7	CCC(=O)n1nc(-c2cccnc2)nc1NCc1ccc(OC)cc1
8	NS(=O)(=O)c1cccc(NC(=O)COC(=O)Cc2ccc(S(=O)(=O)N3CCCCC3)s2)c1
Compound,1,2,3,4,5,6,7,8
Pf growth 48h,52%[activator],-2%,50%[activator],8%,?,179%[activator],15%,-26%
HCV inh,4%,3%,-2%,-14%,3%,?,1%,6%
CHX counter,13*,1,1,-4,4,50*,-3,-3
Shiga toxin inh,41,-5,-2,-7,10,64*,2,22
FBPA Giardia inh,4%,4%,-3%,3%,6%,17%,1%,-10%
Pf growth 96h,?,18%,56%[activator],2%,1.9µM*,265%[activator],-28%,13%

9	O=c1c(Cc2ccc(Cl)cc2Cl)c(O)ccn1CC(F)(F)F
10	O=C(/C=C/Nc1ccc(F)cc1F)c1cccs1
11	COc1ccc(CCNC(=O)CNC(=O)c2ccc3c(c2)OCO3)cc1OC
12	O=C(c1cc(S(=O)(=O)N2CCOCC2)ccc1Cl)N1CCc2ccccc2C1
13	O=C(CCSc1nnc(-c2ccncc2)o1)Nc1cccc2ccccc12
14	Cc1ccc(C(=O)NC(C)c2ccc(-n3ccnc3)cc2)c(C)c1 (stereo unspecified)
15	CCOC(=O)NC(CC(=O)O)c1ccc(OCC)cc1 (stereo unspecified)
16	Cc1cc(C(=O)NCC23CC4CC(CC(C4)C2)C3)c(C)o1
Compound,9,10,11,12,13,14,15,16
Pf growth 48h,20%,65%[activator],22%,?,23%,-3%,21%,-8%
HCV inh,-1%,0%,-10%,/,5%,-5%,3%,/
CHX counter,4,46*,8,-1,2,-2,-2,-3
Shiga toxin inh,6,49*,-8,-1,-42,-6,-8,21
FBPA Giardia inh,-10%,-14%,2%,/,-7%,/,/,-3%
Pf growth 96h,?,?,?,14%,?,?,/,18%

From entry 8 as far as 12, copied from above:
8	NS(=O)(=O)c1cccc(NC(=O)COC(=O)Cc2ccc(S(=O)(=O)N3CCCCC3)s2)c1
9	O=c1c(Cc2ccc(Cl)cc2Cl)c(O)ccn1CC(F)(F)F
10	O=C(/C=C/Nc1ccc(F)cc1F)c1cccs1
11	COc1ccc(CCNC(=O)CNC(=O)c2ccc3c(c2)OCO3)cc1OC
12	O=C(c1cc(S(=O)(=O)N2CCOCC2)ccc1Cl)N1CCc2ccccc2C1
Compound,8,9,10,11,12
Pf growth 48h,-26%,20%,65%[activator],22%,?
HCV inh,6%,-1%,0%,-10%,/
CHX counter,-3,4,46*,8,-1
Shiga toxin inh,22,6,49*,-8,-1
FBPA Giardia inh,-10%,-10%,-14%,2%,/
Pf growth 96h,13%,?,?,?,14%

(list continues)
17	N#Cc1ccc(C(=O)Nc2nnc(-c3cccs3)o2)cc1
18	Cc1cc(C(=O)CCC(=O)NC(C)c2ccc(S(N)(=O)=O)cc2)c(C)s1 (stereo unspecified)
19	O=C(Nc1ccc(Cn2nnc3ccccc32)cc1)c1ccco1
20	COC(=O)c1cccc(NC(=O)CSc2nc3cccnc3n2C)c1
21	CCOc1ccc(-n2c(=S)sc3c(=O)[nH]c(SCC(=O)C(C)(C)C)nc32)cc1
22	O=C(NC1CCCC1)c1cccc(S(=O)(=O)N2CCOCC2)c1
23	CCn1c(SCC(=O)N2CCC(C)CC2)nc2c(c1=O)SCC2
24	O=C(Nc1ccccc1)C1=C[C@H](c2coc3ccccc3c2=O)C[C@H](OCc2ccc(CO)cc2)O1
Compound,17,18,19,20,21,22,23,24
Pf growth 48h,?,22%,?,?,?,-22%,?,?
HCV inh,?,16%,?,14µM*,27%,-1%,-1%,-26%
CHX counter,1,/,-2,-2,-2,/,5,1
Shiga toxin inh,18,/,-11,-12,-8,/,64,-9
FBPA Giardia inh,?,/,-1%,-3%,8%,/,4%,-12%
Pf growth 96h,?,29%,11%[5.75 µM],/,?,?,-4%,?

25	C=CCn1c(SCC(=O)NNC(=O)Nc2ccc(C)cc2)nnc1-c1ccccc1
26	CCOc1ccc(NC(=O)CN(C)C(=O)CCCOc2ccc(Br)cc2)cc1OCC
27	CCCCCCNC(=O)C(C#N)c1nc2ccccc2nc1N1CCOCC1 (stereo unspecified)
28	Cc1ccc(-c2cc(C(=O)N3CCN(c4ccc(F)cc4)CC3)c3ccccc3n2)o1
29	COc1c(C)cc(C(=O)C2CCCN(C(=O)Cn3ccc(C)n3)C2)cc1C (stereo unspecified)
30	CC1CCC2(CC1)OCC1(CCC3(COC4(CCC(C)CC4)OC3)C1=O)CO2 (stereo unspecified)
31	N=C1SCC(=O)N1c1nc(-c2ccccc2)cs1
32	CN(C)C(CNC(=O)c1ccc(C(F)(F)F)cc1)c1ccco1 (stereo unspecified)
Compound,25,26,27,28,29,30,31,32
Pf growth 48h,-6%,-30%,47%[activator],-2%,-9%,-2%,34%[activator],17%
HCV inh,12%,?,-5%,?,-4%,12%,12%,13%
CHX counter,-1,/,-1,29*,1,-2,21*,17*
Shiga toxin inh,18,/,-20,45,-9,-4,41,17
FBPA Giardia inh,9%,/,2%,0%,-3%,7%,-1%,/
Pf growth 96h,3%,?,66%[activator],?,24%,30%,368%[activator],35%[activator]

33	CC(=O)Nc1ccc(NC(=O)CSc2nnc3ccc(-c4cccnc4)nn23)cc1
34	O=C(CNS(=O)(=O)c1ccccc1)OCC(=O)c1ccc(OC(=O)c2ccccc2)cc1
35	CC(C)C[C@H](NC(=O)N1CC(=O)Nc2ccccc21)C(=O)N[C@@H](Cc1c[nH]c2ccccc12)C(=O)O
36	CCC(C)N=Cc1c(NCc2ccco2)nc2c(C)cccn2c1=O (stereo unspecified)
37	COc1cc(/C=C/C(=O)OC(C)C(=O)c2ccccc2)cc(OC)c1OC (stereo unspecified)
38	Cc1ccc(S(=O)(=O)CCC(=O)OCC(=O)Nc2ccc(N3CCOCC3)cc2)cc1
39	COc1ccc(Cl)cc1NC(=O)C1Cc2cc(S(=O)(=O)N3CCCC3)ccc2N1C(C)=O (stereo unspecified)
40	COCCNC(=O)CN(c1ccccc1OC)S(C)(=O)=O
Compound,33,34,35,36,37,38,39,40
Pf growth 48h,?,7%,-31%,21%,?,6%,-21%,16%
HCV inh,?,24%,11%,-9%,-16%,18%,?,6%
CHX counter,/,15*,0,3,/,/,4,-6
Shiga toxin inh,/,32*,-13,-13,/,/,-10,-4
FBPA Giardia inh,/,3%,1%,7%,/,/,/,1%
Pf growth 96h,14%,-1%,-19%,-1%,?,2%,?,17%

41	CC1CCCCC1NC(=O)C1CCN(S(=O)(=O)N2CCCCCC2)CC1 (stereo unspecified)
42	Cc1nnc(SCC(=O)Nc2nc3c(s2)CC(C)CC3)s1 (stereo unspecified)
43	CC(C)(O)P(=O)(O)CCc1ccccc1
44	CCOC(=O)c1c(C)[nH]c(C(=O)COC(=O)C2CC2C)c1C (stereo unspecified)
45	COc1ccc(C2CC(c3ccc(OC)cc3OC(C)=O)=NN2C(=O)c2ccccc2)cc1 (stereo unspecified)
46	Cc1ccc(NC(=O)C(C)C(=O)Nc2ccc(C)cc2)cc1
47	COc1cc(OC)cc(C(=O)N[C@H](C(=O)OCC(=O)NC(C)c2ccccc2)C(C)C)c1 (stereo partly specified)
48	CCCOc1ccccc1C(=O)NCCCC(=O)O
Compound,41,42,43,44,45,46,47,48
Pf growth 48h,3%,18%,?,92%[activator],0%[0.00184 µM],2%,-5%,14%
HCV inh,-11%,?,24%,?,-49%,26%,-19%,1%
CHX counter,3,37*,-2,47*,14*,-4,6,-4
Shiga toxin inh,-5,60*,-1,60*,37,-21,-18,18
FBPA Giardia inh,-12%,-14%,-1%,5%,2%,6%,-3%,6%
Pf growth 96h,?,-12%,-3%,85%[activator],?,?,-19%,6%

49	COc1ccc(C2=NS(=O)(=O)N(C)C(C(=O)N3CCCCC3)=C2)cc1OC
50	CCc1ccc(NC(=O)COC(=O)c2cccs2)cc1
51	Cc1ccc(C)c(C(=O)COC(=O)C2CCN(c3ccc(C(F)(F)F)cn3)CC2)c1
52	NC(=S)N/N=C/c1ccc2ccccc2c1
53	COc1ccc(C(CC(=O)N2CCOCC2)c2c(OC)cc(OC)c3ccc(=O)oc23)cc1 (stereo unspecified)
54	O=C(NCCN1CCOCC1)c1ccc(Cl)c([N+](=O)[O-])c1
55	O=C(Cn1cnc(S(=O)(=O)N2CCCC2)c1)Nc1ccccc1
56	O=C(NC1CCCCCC1)c1ccc2c(=O)n3c(nc2c1)CCCCC3
Compound,49,50,51,52,53,54,55,56
Pf growth 48h,-12%,39%[activator],?,-15%,?,0%,18%,/
HCV inh,-9%,5%,17%,-16%,3%,-1%,12%,-27%
CHX counter,1,51*,/,27*,9&-3,-2,-7,31*
Shiga toxin inh,-4,51*,/,-8,15&-4,-22,-3,46
FBPA Giardia inh,9%,1%,/,?,9%&9%,-8%,/,5%
Pf growth 96h,?,-28%,1%,?,?,290%[activator],?,108%[activator]

57	CC(=O)c1ccc(N2CCN(S(=O)(=O)c3cn(C)c(C)n3)CC2)cc1
58	CCCNC(=O)COC(=O)c1ccc(S(=O)(=O)N2CCCC2)cc1
59	COc1ccccc1/C=N/NC(=O)CC(=O)NCc1cccnc1
60	O=C(CN1C(=O)CN=C(c2ccccc2Cl)c2cc(Cl)ccc21)NCc1ccco1
61	Nc1ccc(C(=O)Oc2ccc([N+](=O)[O-])cc2)cc1
62	O=C1CSC(=Nc2ccccc2)N1
63	O=C(NC12CC3CC(CC(C3)C1)C2)c1cccnc1Cl
64	COCc1c(C(=O)N/N=C(\C)c2ccc(Cl)s2)nnn1-c1nonc1N
Compound,57,58,59,60,61,62,63,64
Pf growth 48h,?,2%,14%,?,59%[activator],-4%,4%,-18%
HCV inh,1%,20%,22%,-2%,6%,4%,4%,3%
CHX counter,1,-2,-1,21,51*,12,-2,-5
Shiga toxin inh,15,-10,-1,55,105*,2,-1,-12
FBPA Giardia inh,/,2%,?,2%,6%,-7%,-6%,-5%
Pf growth 96h,5%,1%,46%[activator],/,21%,-16%,12µM*,?

65	Cc1nn(-c2ccc(C(=O)NCC(c3ccco3)N3CCCC3)cc2)c(C)c1Cl (stereo unspecified)
66	CCOC(=O)c1sc(-c2ccccc2)cc1NC(=O)Nc1ccc([N+](=O)[O-])cc1
67	CCOc1cc(-c2noc(CCC(=O)NC3CCCCC3)n2)ccc1OC
68	O=C(CSc1ccccc1)N1CCN(S(=O)(=O)c2cccs2)CC1
69	Cc1ccc2nc(COc3ccc(Cl)cc3)cc(=O)n2c1
70	ONC(=Nc1ccccc1)c1ccccc1Cl
Compound,65,66,67,68,69,70
Pf growth 48h,?,?,-12%,18%,270%[activator],10%
HCV inh,-27%,-3%,8%,1%,4%,-12%
CHX counter,/,-2,-6,5.9*,41*,1
Shiga toxin inh,/,-5,-6,18,98*,-19
FBPA Giardia inh,/,7%,-4%,/,4%,-8%
Pf growth 96h,0.83µM*,?,2%,?,248%[activator],26%

Source: PubChem (National Center for Advancing Translational Sciences (NCATS))
